RAD52 anneal inh: RAD52 (human) annealing inhibition | recombinant RAD52 DNA annealing, FRET fluorescence | inhibition, % at 18.7 µM | 0.46% of 360,000 active | P43351 | AID 651710;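 active = every replicate showing at least 50% inhibition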
RAD54 branch: blocks human RAD54 Holliday junction branch migration. Q92698. FAM/BHQ fluorescence. inhibition, % at 10.4 µM. 0.14% of 360,000 active;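 active = mean normalized replicate activity at least 40 and at least half of replicates scoring 40 or more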;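 note: 0% = median of neutral control wells and 100% = median of positive control wells; inhibitors cause a drop in the FAM fluorescence signal; in these data hits start at about 50%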
ARNT-TACC3 inh: ARNT/TACC3 interaction disruption; Q9Y6A5; inhibition, % at 9.99 µM; 0.66% of 390,000 active; AID 623870; AlphaScreen His-ARNT PAS-B/GST-TACC3 binding, luminescence; TACC3 fragment carries E629A point mutation;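 active = mean inhibition of replicates at least 50% and at least half of replicates each reaching 50%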;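 note: 0% = complete ARNT plus TACC3 wells and 100% = ARNT alone without TACC3; many hits fall short of the cut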
E-sel inducer: induces E-selectin expression in human endothelial cells. P16581. HUVEC E-selectin immunofluorescence imaging; normalized: neutral wells 0, TNF-alpha wells 100. activation, % at 7.58 µM. 0.37% of 260,000 active;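 active = mean E-selectin-positive cell signal at least 10% of the positive control, reached in at least 60% of replicates, without over 20% cell loss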;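 note: in these data hits start at about 27%; measured in HUVEC primary endothelial cells; signal is the percent of cells scored E-selectin positive by PE staining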
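System: HUVEC / Compound: single concentration / Signal: immunofluorescence imaging / Read-out: percent E-selectin-positive cells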
PglD inh: PglD (C. jejuni) enzyme inhibition; purified PglD enzyme, DTNB colorimetric CoA detection; inhibition, % at 12.5 µM; 0.098% of 360,000 active; in the data active = inhibition above about 16%, passing the limit was not always enough; note: strong numbers were not always called active
esBAF inh: blocks esBAF chromatin remodeling in mouse ES cells; Bmi1-luciferase knock-in reporter, 24 h; 100% = twice the neutral-well signal; 2% of 350,000 active; reporter increase, % at 12.5 µM; in the data active = activation above about 40%;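 note: 0% = median of the plate's neutral control wells and 100% = double that signal; a rise in the Bmi1 reporter signal indicates esBAF inhibition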
ERp5 inh: inhibitors of human ERp5 | 0.05% of 350,000 active | inhibition, % at 9.99 µM | Q15084 | ERp5 insulin aggregation, absorbance 650 nm, 90 min;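 active = mean replicate inhibition above about 25%, with every replicate also reaching it, limit read from the data, passing the limit was not always enough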
Target sequence (Q15084 whole entry, looked up): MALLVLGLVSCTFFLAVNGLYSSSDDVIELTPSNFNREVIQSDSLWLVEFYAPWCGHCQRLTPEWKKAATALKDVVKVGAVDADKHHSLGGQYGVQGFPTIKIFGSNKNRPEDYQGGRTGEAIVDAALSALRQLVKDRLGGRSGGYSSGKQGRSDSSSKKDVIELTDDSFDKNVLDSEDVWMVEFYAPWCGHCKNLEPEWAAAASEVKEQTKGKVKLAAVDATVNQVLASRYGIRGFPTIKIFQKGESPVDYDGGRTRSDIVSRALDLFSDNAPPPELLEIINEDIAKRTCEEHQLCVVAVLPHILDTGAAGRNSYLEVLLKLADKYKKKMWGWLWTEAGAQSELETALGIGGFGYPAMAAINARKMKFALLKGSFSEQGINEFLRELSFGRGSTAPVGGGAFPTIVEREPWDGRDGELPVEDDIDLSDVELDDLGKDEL
Casp6 inh: inhibitors of human caspase-6. 0.53% of 350,000 active. P55212. purified caspase-6, Z-VEID-R110 cleavage fluorescence. inhibition, % at 12.5 µM. AID 686996;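 active = mean inhibition across replicates at least about 35%, with every replicate also reaching that limit, limit read from the data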;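 note: 0% = median of neutral control wells and 100% = no fluorescence left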
Target sequence (P55212 24-179 limits assumed): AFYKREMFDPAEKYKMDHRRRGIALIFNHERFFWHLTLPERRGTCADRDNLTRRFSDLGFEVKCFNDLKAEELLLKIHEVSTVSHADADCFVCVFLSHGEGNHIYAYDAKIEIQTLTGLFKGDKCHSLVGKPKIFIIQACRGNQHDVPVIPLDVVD
Target sequence (P55212 194-293 limits assumed): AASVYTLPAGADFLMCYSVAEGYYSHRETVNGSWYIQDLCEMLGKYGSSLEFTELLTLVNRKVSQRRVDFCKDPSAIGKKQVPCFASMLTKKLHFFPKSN
The depositor's hits bear a star; . = not tested or not shown; & = joins results of further samples.

Second line of a record: RAD52 anneal inh	RAD54 branch	ARNT-TACC3 inh	E-sel inducer	PglD inh	esBAF inh	ERp5 inh	Casp6 inh
C[C@@H]1CN([C@@H](C)CO)C(=O)CCCn2nncc2CO[C@H]1CN(C)Cc1ccc(Cl)c(Cl)c1
→ 7.3&17.1&1.2	-2.0&-4.7&0.4	8.2&-6.6	0.1&0.9	-0.5&-3.7&-3.4	4.8&4.3&-2.5	1.6&-4.0&-7.0	-2.3&1.2&-1.2
CCNC(=O)C[C@@H]1CC[C@H]2[C@@H](COC[C@@H](O)CN2C(=O)Nc2c(C)noc2C)O1
→ -4.6	4.3	-10.5	0.0	3.6	2.0	4.4	-0.4
O=C(Cc1c(F)cccc1Cl)Nc1ccncc1
→ -7.7	0.0	2.4	.	1.2	-4.1	-2.0	-4.5
COCC(=O)N(C)C[C@@H]1Oc2cc(C#CCC(C)C)ccc2S(=O)(=O)N([C@H](C)CO)C[C@@H]1C
→ 9.1	1.2	-8.3	-0.3	4.5	3.2	2.5	1.8
c1ccc(COC(CN2CCCCCC2)CN2CCCCCC2)cc1
→ 24.8	.	19.6	5.2	.	.	-6.1	-125.9
COc1ccc(C)cc1NC(=S)N1CCN(c2ncccn2)CC1
→ -13.4	0.8	-1.7	4.6	-3.2	.	0.9	-1.3
CN(C)c1ccc(NC(=O)CCN2CCN(c3ccccn3)CC2)cc1
→ -2.3	-3.1	8.1	1.6	-6.3	-4.8	-2.0	-2.0
C/C=C/c1ccccc1[C@H]1[C@@H](C#N)N(C(=O)CN2CCOCC2)[C@H]1CO
→ -7.8	.	.	0.1	.	.	-3.9	0.2
CCC(=O)Nc1c(-c2ccccc2Cl)c(=O)c2ccccc2n1C
→ -11.1	-9.8	-6.5	0.8	0.1	-3.5	2.5	0.3
C/C=C/c1ccc([C@H]2[C@@H](CO)N3CCCCN(S(=O)(=O)c4ccc(F)cc4)C[C@@H]23)cc1
→ -26.4	-2.7	2.6	-0.1	3.5	-1.9	0.0	2.0
Cc1ccc2c(c1)c1c3n2CCN(C(=O)CN2CCN(C)CC2)C3CCC1 (centres undefined)
→ .	20.6	10.8	.	-1.3	5.3	.	.
CCCc1c(O)nc(SCCN(CC)CC)n(C(=O)c2ccccc2)c1=O
→ .	0.3	0.4	.	-0.5	-4.9	.	.
CCOc1ccc(C2Nc3ccccc3C(CC)(CC)O2)cc1 (centres undefined)
→ -6.3	.	-3.9	4.3	.	.	4.9	0.9
CN(CC(=O)Nc1ccccc1Br)C(=O)c1cccc([N+](=O)[O-])c1
→ -13.9	-3.7	2.0	.	0.0	0.6	3.1	-0.1
Cc1[nH]nc(NCCO)c1[N+](=O)[O-]
→ -6.8	-0.9	-2.8	3.1	-5.9	-0.3	-3.2	2.2
COC(=O)C[C@H]1CC[C@H](NS(=O)(=O)c2ccccc2F)[C@@H](CO)O1
→ 5.0	5.2	-0.9	0.4	-8.7	-2.5	3.2	1.7
O=C1CCN(S(=O)(=O)c2cccs2)c2ccc(C(F)(F)F)cc2N1
→ -29.5	.	-3.4	.	.	.	-11.3	-1.4
Cc1noc(C)c1NC(=O)Nc1ccc2c(c1)C(=O)N([C@H](C)CO)C[C@H](C)[C@H](CN(C)S(=O)(=O)c1ccccc1)OCCCC[C@H](C)O2
→ 14.4	-0.5	0.5	-0.2	-2.6	-0.3	0.7	-2.7
NC(Cc1ccccc1)C(O)(c1ccccc1)c1ccccc1 (centres undefined)
→ -14.6	.	-3.1	0.0	.	.	3.1	-1.4
CCOc1ccc(N=Nc2ccc(O)c3ncccc23)cc1
→ -7.3	-5.0	5.2	.	-0.5	-10.1	-6.4	2.5
COc1cc(C(=O)NCC(c2ccco2)N2CCc3ccccc3C2)cc(OC)c1OC (centres undefined)
→ -7.5	-0.3	-0.8	-0.1	-3.8	2.1	-9.0	6.7
COC(=O)C1=C(C)N=C2SC(C)C(=O)N2C1c1ccc(C(=O)OC)cc1 (centres undefined)
→ .	-6.4	0.8	.	-1.9	-0.1	.	.
C[C@@H]1CCCCO[C@@H](CN(C)Cc2ccc(C(=O)O)cc2)[C@@H](C)CN([C@@H](C)CO)C(=O)c2cc(NC(=O)Nc3ccc(C(F)(F)F)cc3)ccc2O1
→ -0.6	-1.1	0.9	-0.1	0.9	-4.9	-2.2	0.0
O=S(=O)(NCC1CCCO1)c1ccc(-c2ccc(S(=O)(=O)NCC3CCCO3)cc2)cc1 (centres undefined)
→ -10.7	.	-8.8	.	.	.	-5.4	-2.4
CC(=O)N1CC2(C1)[C@H](c1ccc(-c3cccc(C#N)c3)cc1)[C@@H](CO)N2CCC(F)(F)F
→ -71.2	.	.	0.3	.	.	4.6	-5.2
O=C(NCCCN1CCCC1=O)c1cc2nc(-c3ccco3)cc(C(F)(F)F)n2n1
→ -5.8	2.9	0.6	.	-0.3	-7.9	4.0	3.7
CCOc1ccc(OCCC(=O)OCC(=O)NCCc2ccc(S(N)(=O)=O)cc2)cc1
→ -16.2	-8.7	5.9	.	-0.3	0.4	4.7	5.4
C[C@H]1CCCCO[C@@H](CN(C)Cc2ccccc2)[C@@H](C)CN([C@@H](C)CO)C(=O)c2cc(NC(=O)c3ccccc3)ccc2O1
→ .	-5.6	5.1	.	-0.3	2.4	.	.
COc1cc(OC)c(C(=O)NCc2ccco2)cc1OC
→ -11.5	-2.5	-0.1	-0.1	3.2	-0.2	-0.7	1.7
Cc1ccc(S(=O)(=O)N(CC(=O)N2CCN(c3ccccc3F)CC2)C2CCCCC2)cc1
→ .	-7.7	37.2	3.9	5.7	5.1	.	.

Among those listed so far, these contain a furan ring, fused or not.
Second line of a record: RAD52 anneal inh	RAD54 branch	ARNT-TACC3 inh	E-sel inducer	PglD inh	esBAF inh	ERp5 inh	Casp6 inh
COc1cc(C(=O)NCC(c2ccco2)N2CCc3ccccc3C2)cc(OC)c1OC (centres undefined)
→ -7.5	-0.3	-0.8	-0.1	-3.8	2.1	-9.0	6.7
O=C(NCCCN1CCCC1=O)c1cc2nc(-c3ccco3)cc(C(F)(F)F)n2n1
→ -5.8	2.9	0.6	.	-0.3	-7.9	4.0	3.7
COc1cc(OC)c(C(=O)NCc2ccco2)cc1OC
→ -11.5	-2.5	-0.1	-0.1	3.2	-0.2	-0.7	1.7

Quoted at random: two entries already listed
Second line of a record: RAD52 anneal inh	RAD54 branch	ARNT-TACC3 inh	E-sel inducer	PglD inh	esBAF inh	ERp5 inh	Casp6 inh
COCC(=O)N(C)C[C@@H]1Oc2cc(C#CCC(C)C)ccc2S(=O)(=O)N([C@H](C)CO)C[C@@H]1C
→ 9.1	1.2	-8.3	-0.3	4.5	3.2	2.5	1.8
COc1ccc(C)cc1NC(=S)N1CCN(c2ncccn2)CC1
→ -13.4	0.8	-1.7	4.6	-3.2	.	0.9	-1.3

Following part.
Second line of a record: RAD52 anneal inh	RAD54 branch	ARNT-TACC3 inh	E-sel inducer	PglD inh	esBAF inh	ERp5 inh	Casp6 inh
C[C@@H]1CN([C@@H](C)CO)C(=O)c2cc(NS(=O)(=O)c3ccc(F)cc3)ccc2O[C@@H](C)CCCCO[C@@H]1CN(C)Cc1ccc(C(F)(F)F)cc1
→ 4.8	2.0	18.8	-0.1	-2.8	-0.1	-2.4	-0.3
CCC(=Cc1ccccc1OC)c1ccncc1
→ -12.2	.	-7.6	0.0	.	-12.0	2.0	0.5
CCOC(=O)C1=CNS(=O)(=O)NC1c1ccc(C(F)(F)F)cc1 (centres undefined)
→ -8.7	-9.5	-0.8	1.5	1.3	-0.3	7.3	-3.0
O=C(C[C@@H]1C[C@H]2c3cc(NC(=O)c4ccc5c(c4)OCO5)ccc3O[C@H]2[C@H](CO)O1)NCC(F)(F)F
→ -5.5	18.6	-0.9	0.2	-3.7	2.8	14.6	2.4
CN1CCCC(OC(=O)/C(C#N)=C/c2ccccc2)C1 (centres undefined)
→ -14.3	1.1	-7.3	2.4	-1.7	-8.0	1.0	-8.6
Cc1cc(C)cc(OCC(=O)Nc2nc3ccc([N+](=O)[O-])cc3s2)c1
→ .	-5.8	-7.8	.	1.6	0.4	.	.
Cc1cc(-c2ccc(Cl)cc2)oc(=O)c1NC(=O)c1ccccc1
→ .	-3.4	-10.4	.	3.3	-0.6	.	.
CCOc1ccc(OCCC(=O)OCC(=O)N2CCN(S(=O)(=O)c3ccc(C)cc3C)CC2)cc1
→ -5.1	2.3	-5.8	.	-3.9	-6.1	0.1	2.6
C[C@H]1CCCCO[C@H](CN(C)S(=O)(=O)c2cccs2)[C@@H](C)CN([C@@H](C)CO)C(=O)c2cc(NC(=O)Nc3ccc(F)cc3)ccc2O1
→ -15.5	0.2	17.4	-0.1	-2.5	1.8	-0.6	3.1
CNC[C@H]1Oc2cc(C#Cc3ccc(OC)cc3)ccc2S(=O)(=O)N([C@H](C)CO)C[C@@H]1C
→ 55.6*	-4.2	5.7	-2.0	0.8	-5.7	-2.4	0.1
COc1cc(C(=S)N2CCOCC2)ccc1OC(=O)c1cc([N+](=O)[O-])c(C)c([N+](=O)[O-])c1
→ -9.4	4.3	-11.4	-0.2	-1.3	-5.4	-1.4	5.9
COC(=O)[C@@H](NC(=O)Nc1cc(Cl)ccc1C)C(C)C
→ .	5.6	-5.2	.	1.6	-8.9	.	.
COc1cc2c(cc1OC)C(C)N(C(=O)C1COc3ccccc3O1)CC2 (centres undefined)
→ .	1.8	-4.1	.	0.8	-2.3	.	.
CCCC#Cc1ccc([C@H]2[C@H](C#N)N(S(C)(=O)=O)[C@H]2CO)cc1
→ -7.1	-3.1	2.5	-0.6	2.9	0.7	-2.5	-2.9
CC(C)(C)n1nc2c(c1NC(=O)c1cccc(C(F)(F)F)c1)CS(=O)C2 (centres undefined)
→ .	5.5	-2.8	.	0.8	-17.0	.	.
CO[C@H]1CN(C)C(=O)c2ccc(NC(=O)Nc3ccccc3Cl)cc2OC[C@H](C)NC[C@@H]1C
→ 20.6	.	.	-0.1	.	.	-3.0	5.0
CC(C)(C)c1ccc(OCC(=O)NNC(=S)NC(=O)c2ccco2)c(Br)c1
→ -17.9	1.5	-6.2	-0.1	-3.1	7.1	-1.6	-1.8
Cc1ccc(-c2nnc(SCC(=O)CC(=O)Nc3ccccc3)n2-c2ccccc2)cc1
→ .	-3.5	0.2	.	2.0	8.2	.	.
CCC(C)[C@H](NC(=O)NCc1cccc(OC)c1)C(=O)OC (some centres undefined)
→ .	7.9	-7.6	.	-3.9	5.6	.	.
CCCCC1=CC2=C(c3ccco3)C(=O)C(C)(OC(=O)c3ccc(OC)cc3)C(=O)C2=CN1CCCCO (centres undefined)
→ -45.2	-9.5	4.0	0.0	0.5	-8.6	-5.1	6.7
C[C@@H]1CCCCO[C@@H](CN(C)S(=O)(=O)c2cccs2)[C@H](C)CN([C@H](C)CO)C(=O)c2cc(NC(=O)CCCN(C)C)ccc2O1
→ 16.1	2.8	5.4	0.1	-1.2	-2.0	-6.5	-2.4
Cc1ccc(C(=O)CSC2=C(C#N)C(c3ccco3)CC(=O)N2)c(C)c1 (centres undefined)
→ .	-4.1	0.5	.	-1.5	-4.4	.	.
CCS(=O)(=O)N1Cc2ccccc2CC1C(=O)NC(C)C12CC3CC(CC(C3)C1)C2 (centres undefined)
→ .	-2.7	0.4	.	3.1	-4.7	.	.
CCCn1c(=O)c(C(=O)NCc2ccccc2OC)c(O)c2ccccc21
→ 9.9	3.0	-3.6	-0.1	2.6	3.5	2.3	-1.6
Cc1noc(C)c1S(=O)(=O)N(C)C[C@@H]1OCCCC[C@@H](C)Oc2ccc(NC(=O)c3ccccc3)cc2C(=O)N([C@@H](C)CO)C[C@H]1C
→ -48.1	-2.1	-9.8	-0.3	-0.8	7.5	4.2	0.5
O=C(CCn1c(=O)[nH]c2ccsc2c1=O)NCc1ccc(F)cc1
→ -6.9	.	-4.1	.	.	.	1.4	2.2
CO[C@@H]1CN(C)C(=O)c2cc(C#N)ccc2OCC[C@@H]2CC[C@@H](OC)[C@@H](CN(C)C(=O)[C@H]1C)O2
→ -5.1	3.5	-7.9	-0.1	0.2	-4.8	2.5	4.1
CC(C)(Cc1ccc(O)cc1)NC(=O)CC(=O)N=Nc1c(O)[nH]c2ccc(Br)cc12
→ -14.9	.	2.2	.	.	.	0.3	0.6
O=C(c1ccccc1)N1CCCc2ccccc21
→ -6.2	-0.4	.	.	1.4	.	4.1	-1.7

Source: PubChem BioAssay
